High-throughput results deposited in PubChem BioAssay by National Center for Advancing Translational Sciences (NCATS).
MCF10A rereplic = DNA re-replication induction in MCF 10a cells; hit rate 2.9% among 350,000; Potency, µM (top dose mostly 46.1 µM), for the others: at the top dose activity, positive = re-replication, hits mostly activators; MCF 10A DNA re-replication, Hoechst nuclear intensity, 48 h; also: potency is read from the fitted curve at half-maximal effect; % of control where 0% means no effect; nearly all actives have a fitted effect of over 50% in size
KB-V1 MDR tox = KB-V1 MDR subline cytotoxicity; KB-V1 MDR cells viability, CellTiter-Glo, 72 h; hit rate 3.4% among 400,000; Potency, µM (highest dose often 46.1 µM), without a hit: at the highest dose activity change, negative = cytotoxicity, usual class: cytotoxic; also: potency is read from the fitted curve at half-maximal effect; % is scaled to controls: 0 for no effect and ±100 for the full control effect; nearly all actives have a fitted effect of over 60% in size
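Cytotoxicity via CellTiter-Glo luminescence after 72 h compound exposure at 37 degrees C. Cells: drug-selected KB-V1 line, DMEM phenol-red free plus 10% FBS. Compounds tested at multiple concentrations; normalized data fitted to concentration-effect curves.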
SW480 rerep = inducers of DNA re-replication in SW480 colon cancer cells | hit rate 1.8% among 340,000 | Potency, µM (doses to about 46.1 µM), for the others: at the top dose re-replication activation, actives largely listed as activators | AID 624297 | SW480 DNA re-replication, Hoechst DNA content imaging, 48 h; also: potency is read from the fitted curve at half-maximal effect; % of control where 0% means no effect; nearly all actives have a fitted effect of over 55% in size
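First, 250 cells per well were seeded. Next, compound or vehicle (23 nL) was pinned in, plates sat 48 hr at 37 C. Finally Hoechst was added for 40 min before fluorescence scanning.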
HT1080 IDH1KD tx = kills HT-1080 cells with IDH1 knockdown | HT-1080 IDH1 knockdown viability, ATP luminescence, 48 h | Potency, µM (titrated, usually from 46.1 µM), for inactives: at the top dose activity, negative = toxicity, most hits filed as cytotoxic | hit rate 2% among 360,000 | AID 686971;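 also: potency is read from the fitted curve at half-maximal effect; 0% = DMSO wells and -100% = cell-free medium wells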
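IDH1KD HT-1080 cells, 750/well, RPMI + 5% FBS; compound pinned after 2 h settling; 48 h, 37 °C; CellTiter-Glo luminescence; % activity normalised to DMSO and no-cell wells; curves fitted, classed by r2 and efficacy.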
DRD3 agonist = activates the human D3 dopamine receptor | hit rate 0.58% among 410,000 | max activation, % | D3R DiscoveRx beta-arrestin cells, luminescence, 90 min | P35462; in the data active = max activation above about 30%; also: 0% is about no effect; mostly tested at two doses, the higher about 12 µM
Target sequence (P35462 whole entry, looked up): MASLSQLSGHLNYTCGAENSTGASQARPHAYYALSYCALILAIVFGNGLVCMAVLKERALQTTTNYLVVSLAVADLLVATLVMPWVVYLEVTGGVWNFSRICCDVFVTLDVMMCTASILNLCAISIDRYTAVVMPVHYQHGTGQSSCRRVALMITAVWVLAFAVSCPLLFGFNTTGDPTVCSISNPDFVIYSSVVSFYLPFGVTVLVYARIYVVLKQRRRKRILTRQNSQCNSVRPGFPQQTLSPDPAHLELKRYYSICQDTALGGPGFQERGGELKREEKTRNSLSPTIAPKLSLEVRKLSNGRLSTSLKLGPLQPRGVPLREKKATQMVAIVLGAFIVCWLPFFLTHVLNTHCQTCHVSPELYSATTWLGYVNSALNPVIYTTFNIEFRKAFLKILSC
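Agonist mode: compounds and dopamine controls were applied to plated cells for 90 min at 37 degrees C after an overnight attachment at 1500 cells/well. Luminescent read-out followed 30 - 60 minutes at room temperature with DiscoveRx detection reagent.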
IL-1B inflam inh = inflammasome signaling inhibition, IL-1 beta readout | THP-1 LPS/ATP IL-1B secretion, AlphaLISA, 16 h; hits give low values | activity change, % at 57.5 µM | hit rate 4.7% among 360,000 | AID 743279; in the data active = activity change below about -50%; inconclusive = mostly about -30% to -49%; also: % is scaled to controls: 0 for no effect and ±100 for the full control effect
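THP-1 cells pretreated 1 hr with compounds (up to 57.5 uM final), then stimulated with LPS (250 ng/mL final) plus ATP (1.25 mM final); secreted IL-1B measured by AlphaLISA after 16 hr, decreased signal indicating inhibition.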
KB-3-1 tox = kills parental KB-3-1 adenocarcinoma cells; hit rate 1.4% among 400,000; Potency, µM (doses to about 46.1 µM), inactives show at the highest dose activity change, negative = cytotoxic, usual class: cytotoxic; AID 1347075; KB-3-1 viability, CellTiter-Glo ATP luminescence, 72 h; also: potency is read from the fitted curve at half-maximal effect; % is scaled to controls: 0 for no effect and ±100 for the full control effect; nearly all actives have a fitted effect of over 60% in size
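Luminescent ATP read-out (CellTiter-Glo) measures survival of drug-naive KB-3-1 cells after 72 h compound exposure at 37 °C. Titration series was screened from lowest to highest concentration, with DMSO vehicle plates as background controls.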
HEK293 tox = cytotoxicity in counter-screen for GLP-1R inverse agonists | HEK293 cAMP-luciferase reporter cells, luminescence, 24 h | Potency, µM (doses to about 38.3 µM), inactives show at the highest dose activity change, negative = inhibition, usual class: inhibitors | hit rate 0.13% among 410,000 | AID 624418;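 also: loss of luciferase light is scored as toxicity; potency is read from the fitted curve at half-maximal effect; % is scaled to controls: 0 for no effect and ±100 for the full control effect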
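MLSMR compounds, 24 hr on cells at 37 deg C/5% CO2; luminescence after luciferase reagent (12 min RT). Inhibition counted as the undesired cytotoxic outcome.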
HT1080-NT tox = kills 2HG-producing HT-1080-NT fibrosarcoma cells; HT-1080-NT fibrosarcoma viability, CellTiter-Glo ATP luminescence, 48 h; Potency, µM (highest dose often 46.1 µM), inactives show at the top dose activity, negative = less viability, most hits filed as cytotoxic; hit rate 1.6% among 360,000;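 also: NT is the 2HG producing partner of a matched IDH1 knockdown line; potency is read from the fitted curve at half-maximal effect; 0% = DMSO-treated cells and -100% = media-only wells without cells; nearly all actives have a fitted effect of over 55% in size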
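Toxicity toward the 2HG-producing NT line was scored as %Activity, normalised to DMSO and no-cell wells, from CellTiter-Glo luminescence after 48 hours' treatment.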
Active calls of the source: *; ? = inconclusive; nt = no result given; [ ] = remark or other dose. Unless noted, calls follow the shape of the dose curve; as a rule, active = well fitted curve in the direction sought with a large enough effect; inconclusive = small, poorly fitted or top-dose-only effect, or another doubt; inactive = no such curve, though single readings can be large; an effect the other way counts as inactive or inconclusive.

| Structure | MCF10A rereplic | KB-V1 MDR tox | SW480 rerep | HT1080 IDH1KD tx | DRD3 agonist | IL-1B inflam inh | KB-3-1 tox | HEK293 tox | HT1080-NT tox |
| --- | --- | --- | --- | --- | --- | --- | --- | --- | --- |
| CC1CCCCN1S(=O)(=O)c1ccc(C(=O)Nc2nnc(-c3ccccc3Cl)o2)cc1 (stereo not drawn) | ? | 16.4µM* | 22.6% | 8.2µM* | 5.1 | 19.6 | ? | -12.7% | ? |
| N[C@@H](Cc1ccc(O)cc1)c1nnc([C@H](CC(=O)O)NC(=O)C2CCNCC2)o1 | -8.6% | -1.2% | -15.7% | -1.5% | -15.3 | -2.0 | -2.2% | 13.4% | 0.8% |
| CN(C(=O)Cn1cc([N+](=O)[O-])ccc1=O)C1CCCCC1 | -1.9% | 12.8% | 0.1% | 7.8% | -1.8 | -4.9 | -6.1% | 9.3% | 0.3% |
| O=C(N/N=C/C1CC=CCC1)c1cc(Br)ccc1O (stereo not drawn) | -1.8% | 29.3% | -5.4% | 20.4% | 3.5 | 1.4 | 20.1% | -2.9% | 22.2% |
| O=C(CN1CCOCC1)Nc1c(-c2ccccc2)c2cc(Br)ccc2[nH]c1=O | 5.2% | 10.5% | -1.3% | 2.7% | -2.5 | -13.7 | -9.8% | 8.6% | 3.1% |
| CCc1ccccc1N(C)S(=O)(=O)c1ccc2[nH]cc(C(=O)N3CCc4ccccc43)c(=O)c2c1 | ? | 5.8% | 7.2% | ? | 3.3 | -8.7 | 5.6% | -21.9% | ? |
| CC(C)CNC(C)C(=O)Nc1ccc(S(N)(=O)=O)cc1 (stereo not drawn) | ? | 3.2% | -2.5% | 10.7% | 0.8 | 0.0 | 17.9% | 23.8% | 7.7% |
| Fc1ccc(CNCCC(Cc2ccccc2)c2ccco2)cc1 (stereo not drawn) | 0.8% | ? | 3.1% | -26.9% | -20.5 | -79.7* | ? | ? | ? |
| CCOC(=O)N1CCC(NCCNC(=O)c2cccc(F)c2)CC1 | 18.3% | -6.6% | -10.1% | 4.5% | -67.5 | 0.0 | 3.8% | 6.7% | 0.8% |
| O=C(Nc1ccc2c3c(cccc13)CC2)c1ccc(Br)o1 | -6.7% | ? | -3.9% | -3.8% | -9.6 | -16.8 | -7.2% | 7.8% | 2.0% |
| O=C(Nc1cccn2ncnc12)c1ccccc1 | ? | 0.0% | -28.9% | 7.1% | 1.1 | 19.3 | -0.6% | -21.8% | 2.0% |
| COc1cc(C(=O)NCC(=O)OCc2ccccc2Cl)cc(OC)c1OC | 9.6% | -8.3% | -36.6%[inhibitor] | -1.0% | 7.7 | 5.6 | 4.3% | -23.5% | 6.8% |
| Cc1c(OC(C(=O)O)c2ccccc2)ccc2c(-c3ccccc3)cc(=O)oc12 (stereo not drawn) | ? | -5.8% | -6.4% | -11.9% | -12.0 | 10.1 | 2.2% | -3.5% | -7.6% |
| Cc1cccc(NC(=O)c2ccc(S(=O)(=O)NCc3cccnc3)cc2)c1 | -1.2% | 20.6µM* | -3.7% | -14.3% | 9.3 | 45.9 | ? | 9.8% | -1.4% |
| CCOC(=O)C1CCCN(C(=O)c2ccc(CS(=O)(=O)c3ccc(Br)cc3)o2)C1 (stereo not drawn) | 10.6% | -4.0% | -0.2% | 5.5% | 2.6 | 5.5 | 15.6% | -28.7% | 7.0% |
| CCN(CC)C(=O)CSc1nc2ccccc2o1 | 0.5% | 6.7% | 1.7% | 12.1% | 3.8 | -19.2 | 3.6% | 4.5% | 18.4% |
| Cc1cccc(-c2oc3ccc(-c4ccc5c(c4)OCO5)cc3c2/C=C/c2ccc(N)cc2)c1 | ? | ? | 16.4µM* | 0.0% | -1.9 | 23.3 | 24.7% | -25.6% | ? |
| Cc1ccc(NC(=S)NC2CCCC2)cc1 | -2.5% | -1.7% | -5.4% | 1.1% | -11.2 | -4.4 | -14.2% | ? | -2.0% |
| CCOC(=O)N1CCN(C(=O)C(C)N(c2ccccc2)S(C)(=O)=O)CC1 (stereo not drawn) | -43.3%[inhibitor] | -10.9% | 8.0% | 9.6% | -3.0 | 9.2 | 4.2% | 2.5% | 5.7% |
| CC(C)(C)NC(=O)NC(=O)COC(=O)Cn1c(C(F)(F)F)nc2ccccc21 | -0.2% | 3.6% | -0.3% | -3.2% | -1.1 | 15.8 | 11.7% | -6.7% | 3.5% |
| CCOC(=O)CN1C(=O)S/C(=C/c2ccc(OCc3ccc(C(=O)O)cc3)cc2)C1=O | -0.4% | 0.1% | 0.2% | -0.9% | 2.9 | 9.0 | 8.6% | -3.4% | 2.5% |
| Cc1cc(C)c(OCC(=O)OCC(=O)NCCC2=CCCCC2)c(C)c1 | 1.5% | ? | -4.0% | 7.8% | -0.7 | 5.1 | 2.2% | 18.9% | -3.3% |
| Cc1ccc(Cl)cc1N1CCN(C(=O)C2CCN(S(=O)(=O)c3cccnc3)CC2)CC1 | 11.5% | ? | 6.0% | ? | 3.4 | 0.0 | -29.2% | 0.8% | ? |
| Cc1cccc(NC(=O)C2CCN(C(=O)NCc3ccccc3)CC2)c1C | 2.1% | -27.8% | -5.1% | -1.4% | -3.3 | 14.0 | 10.9% | 1.2% | 8.9% |
| CC(=O)Nc1ccc2c(c1)Cc1ccc(Cl)cc1-2 | 7.0% | ? | ? | -17.1% | -6.6 | 5.3 | ? | 15.9% | -10.2% |
| CCN(CC)CCCN(Cc1cc2cc3c(cc2[nH]c1=O)OCO3)C(=S)NC | 1.6% | 0.0% | -0.3% | 10.2% | -4.6 | -2.2 | -16.8% | 7.6% | 21.7% |
| C[C@H](NC(=O)c1ccccc1)C(=O)N1CCN(Cc2ccc3c(c2)OCO3)CC1 | ? | 4.2% | 18.5% | 11.3% | -11.9 | 0.0 | 6.6% | -28.4% | 14.3% |
| Cc1cccc(C)c1NC(=O)CNC(=O)CNC(=O)c1ccc2ccccc2c1 | nt | 16.6% | nt | 0.1% | 1.5 | -1.6 | 0.7% | 4.5% | -2.7% |
| O=C(Nc1ccccc1C(=O)N1CCCCCC1)c1ccc(Cl)cc1 | -5.8% | ? | -5.6% | 0.2% | -0.3 | 1.8 | -0.6% | 1.1%[7.66 µM] | 7.8% |
| CC(C)CC(NC(=O)C(NC(=O)OC(C)(C)C)C(C)C)C(=O)NC(CCC(=O)OCc1ccccc1)C(N)=O (stereo not drawn) | -1.7% | 5.7% | -7.1% | 10.5% | 5.5 | 32.8 | 21.0% | -7.7% | 17.3% |

Going on with the list.
| compound | MCF10A rereplic | KB-V1 MDR tox | SW480 rerep | HT1080 IDH1KD tx | DRD3 agonist | IL-1B inflam inh | KB-3-1 tox | HEK293 tox | HT1080-NT tox |
| --- | --- | --- | --- | --- | --- | --- | --- | --- | --- |
| CC(=O)c1ccc(N2CCN(C(=O)CN3C(=O)NC4(CCCCC4)C3=O)CC2)c(F)c1 | -8.1% | 16.2% | -1.2% | 6.1% | -15.0 | 0.0 | 18.7% | 1.2% | -0.2% |
| Cc1cccc(OCCCC(=O)Nc2ccc(S(=O)(=O)N3CCCC3)cc2)c1 | 6.8% | -23.3% | 3.6% | -11.4% | 3.2 | -7.6 | -5.5% | -28.6% | -10.7% |
| COc1ccccc1-n1cnnc1SCC(=O)NC1CCCCC1 | 2.8% | -5.0% | -17.2% | 8.4% | -10.5 | -1.0 | 14.3% | 3.0% | 2.7% |
| Cc1ccc(Cn2c(SCC(C)C)nc3c2c(=O)[nH]c(=O)n3C)cc1 | -2.2% | ? | -1.6% | -5.6% | -4.0 | 11.1 | -5.9% | -3.6% | -1.3% |
| CN1C(=S)SC(/[N+]([O-])=C/c2cccnc2)C1(C)C (stereo not drawn) | -8.6% | 4.6% | ? | 10.6% | -1.9 | 25.0 | ? | -3.9% | 11.0% |
| Cc1cc(-c2onc(C)c2C(=O)N/N=C/c2ccccc2)no1 | 0.0% | 18.6% | -5.6% | 5.0% | -1.0 | -0.7 | -0.3% | 2.3% | 0.4% |

Record cards, from the list above. Order of values: MCF10A rereplic	KB-V1 MDR tox	SW480 rerep	HT1080 IDH1KD tx	DRD3 agonist	IL-1B inflam inh	KB-3-1 tox	HEK293 tox	HT1080-NT tox
CN1C(=S)SC(/[N+]([O-])=C/c2cccnc2)C1(C)C (stereo not drawn) as listed: -8.6%	4.6%	?	10.6%	-1.9	25.0	?	-3.9%	11.0%
Cc1cccc(OCCCC(=O)Nc2ccc(S(=O)(=O)N3CCCC3)cc2)c1 as listed: 6.8%	-23.3%	3.6%	-11.4%	3.2	-7.6	-5.5%	-28.6%	-10.7%
Cc1ccc(Cn2c(SCC(C)C)nc3c2c(=O)[nH]c(=O)n3C)cc1 as listed: -2.2%	?	-1.6%	-5.6%	-4.0	11.1	-5.9%	-3.6%	-1.3%
Cc1cc(-c2onc(C)c2C(=O)N/N=C/c2ccccc2)no1 as listed: 0.0%	18.6%	-5.6%	5.0%	-1.0	-0.7	-0.3%	2.3%	0.4%
COc1ccccc1-n1cnnc1SCC(=O)NC1CCCCC1 as listed: 2.8%	-5.0%	-17.2%	8.4%	-10.5	-1.0	14.3%	3.0%	2.7%

The order is random. Share with any hit: about 11%.
